TDP43 rescue: rescues yeast growth from TDP-43 toxicity. TDP-43 expressing yeast growth rescue, BacTiter-Glo, 24 h. Potency, µM (titrated, usually from 46.1 µM), inactives show top-dose growth rescue (activation), most hits filed as activators. actives 1.8% (n = 410,000). AID 652104; further: % of control where 0% means no effect; nearly all actives have a fitted effect of over 50% in size
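Luminescence from BacTiter-Glo reports growth of TDP-43-expressing yeast after 24 hr at 30 deg C with compound. Cells were raffinose-pregrown to mid-log, then seeded in galactose medium at OD600=0.02.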
aSyn rescue: inhibitors of alpha-synuclein toxicity in yeast; Yeast expressing alpha-synuclein, growth rescue, BacTiter-Glo, 24 h; Potency, µM (top dose mostly 46.1 µM), inactives show at the highest dose growth rescue (activation), hits mostly activators; AID 652106; actives 0.14% (n = 370,000); further: % of control where 0% means no effect; nearly all actives have a fitted effect of over 65% in size
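Screening used galactose-induced yeast with toxic alpha-synuclein levels, exposed to compound for 24 hr at 30 deg C. Cell growth, read with BacTiter-Glo luminescence, gave the measured signal.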
EPAC1 agonist: EPAC1 (human) agonism; O95398; EPAC1 agonist qHTS, biochemical assay; response scale: 100% = response to 6.5 mM cAMP; Potency, µM (titrated, usually from 154 µM), for the others: at the top dose activation, hits mostly activators; actives 0.073% (n = 360,000); further: nearly all actives have a fitted effect of over 60% in size
Target sequence (O95398 whole entry, looked up): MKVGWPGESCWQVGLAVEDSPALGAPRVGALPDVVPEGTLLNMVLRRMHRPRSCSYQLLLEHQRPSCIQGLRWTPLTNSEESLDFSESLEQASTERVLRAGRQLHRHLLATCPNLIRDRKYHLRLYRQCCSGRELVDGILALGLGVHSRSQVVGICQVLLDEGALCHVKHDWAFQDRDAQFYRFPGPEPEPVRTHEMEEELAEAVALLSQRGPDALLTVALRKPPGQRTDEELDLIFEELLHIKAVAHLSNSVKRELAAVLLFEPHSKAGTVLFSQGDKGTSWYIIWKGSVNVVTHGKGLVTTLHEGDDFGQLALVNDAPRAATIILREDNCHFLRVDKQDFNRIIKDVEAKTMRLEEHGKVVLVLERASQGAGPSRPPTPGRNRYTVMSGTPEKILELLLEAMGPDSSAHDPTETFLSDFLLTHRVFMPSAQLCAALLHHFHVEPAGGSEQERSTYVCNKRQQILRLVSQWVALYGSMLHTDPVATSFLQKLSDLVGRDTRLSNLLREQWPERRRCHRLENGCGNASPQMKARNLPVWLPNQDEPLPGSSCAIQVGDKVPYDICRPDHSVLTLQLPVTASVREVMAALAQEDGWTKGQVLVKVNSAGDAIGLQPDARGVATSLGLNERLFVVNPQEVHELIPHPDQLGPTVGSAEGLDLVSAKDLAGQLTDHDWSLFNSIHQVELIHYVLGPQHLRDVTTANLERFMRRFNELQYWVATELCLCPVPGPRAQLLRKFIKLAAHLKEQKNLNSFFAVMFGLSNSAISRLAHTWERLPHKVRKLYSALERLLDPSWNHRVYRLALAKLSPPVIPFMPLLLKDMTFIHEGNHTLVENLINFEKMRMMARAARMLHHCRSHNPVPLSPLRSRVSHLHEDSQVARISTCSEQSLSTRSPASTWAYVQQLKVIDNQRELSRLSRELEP
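Nucleotide exchange assay: 100 nM EPAC1 with 250 nM Rap1B loaded with BODIPY-GDP and 50 uM GDP, room temperature. Fluorescence (480/540 nm) read every 5 min for 30 min; signal change normalized to 6.5 mM cAMP as full agonist.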
EPAC2 antag: antagonists of human EPAC2. EPAC2 GEF exchange of Rap1B-BODIPY-GDP, fluorescence. Potency, µM (highest dose often 114 µM), for the others: at the top dose activity, negative = inhibition, actives largely listed as inhibitors. actives 0.18% (n = 360,000); further: on the % scale 0 is the no-effect control and ±100 the full control effect; nearly all actives have a fitted effect of over 45% in size; many of its hits are not listed in these tables
PTHR1 agonist: PTHR1 (human) receptor agonism. Q03431. HEK293 GP2 PTHR1 cells, GloSensor cAMP luminescence, 1 h. Potency, µM (highest dose often 115 µM), inactives show top-dose activation, usual class: activators. actives 0.075% (n = 410,000). AID 743266; further: nearly all actives have a fitted effect of over 55% in size; some results filed as inactive show a strong effect at the top dose; inactives centre near -15; many of its hits are not listed in these tables
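HEK-293-derived GP2 cells expressing PTHR1 and a GloSensor cAMP reporter, 3,000/well, plated overnight, given luciferin plus IBMX (each 0.5 mM as added) for 1 h at 37 °C, then compound for 1 h at 37 °C. Luminescence was read after 15 min at room temperature.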
FUS suppressor: FUS proteinopathy suppression in yeast. S. cerevisiae FUS-expressing, growth rescue, OD600, 24 h. Potency, µM (series often up to 76.6 µM), for the others: at the top dose growth rescue (activation), actives largely listed as activators. actives 0.24% (n = 390,000). AID 1347120;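 further: plate controls were DMSO vehicle for no effect and reference control for full effect; nearly all actives have a fitted effect of over 55% in size; some results filed as inactive show a strong effect at the top dose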
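Toxicity suppression screen in FUS-yeast. Cells induced with 2% galactose, starting OD 0.005, treated 24hr at 30C with compounds at multiple final concentrations; growth by OD600.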
EPAC1 antagonist: antagonists of human EPAC1; EPAC1 GEF assay, Rap1b-BODIPY-GDP exchange fluorescence; Potency, µM (doses to about 115 µM), inactives show at the highest dose activity change, negative = inhibition, most hits filed as inhibitors; actives 0.14% (n = 360,000); AID 720709;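 further: plate controls were vehicle for no effect and positive control for full effect; nearly all actives have a fitted effect of over 50% in size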
EPAC2 agonist: activates human EPAC2 exchange factor; Q8WZA2; EPAC2 activation, biochemical qHTS; response scale: 100% = 6.5 mM cAMP response; Potency, µM (series often up to 154 µM), inactives show at the highest dose activation, most hits filed as activators; actives 0.079% (n = 360,000); further: nearly all actives have a fitted effect of over 50% in size
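Compounds were titrated in qHTS against a Rap1B-BODIPY-GDP (250 nM) complex with EPAC2 (100 nM) and GDP (50 uM). BODIPY-GDP release tracked at 480/540 nm over 30 min at room temperature, normalized to 6.5 mM cAMP.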
The depositor's hits bear a star; i = inactive; u = inconclusive; x = no result given; [ ] = another dose, or the depositor's remark. The call rests on the fitted dose curve; in most records, active means well fitted curve in the direction sought with a large enough effect; inconclusive means small, poorly fitted or top-dose-only effect, or another doubt; inactive means no such curve, though single readings can be large; an effect the other way counts as inactive or inconclusive. Potency means the concentration at half of the fitted maximal effect.

SMILES | TDP43 rescue | aSyn rescue | EPAC1 agonist | EPAC2 antag | PTHR1 agonist | FUS suppressor | EPAC1 antagonist | EPAC2 agonist
CCNS(=O)(=O)c1ccc(NC(=O)Cn2nc(C(F)(F)F)cc2C)cc1 | 1.1% | -6.4% | -2.4% | 0.0% | i | 0.3% | 10.1% | -4.9%
CCCCNC(=O)c1onc(CSc2cccc3ccccc23)c1C(=O)O | -19.8% | -33.4%[inhibitor] | -10.0% | -20.1% | -25.2% | -17.8% | u | -3.1%
CC(C)c1ccc(NC2CCCN(C(=O)CC3CCCC3)C2)cc1 (centres undefined) | u | 4.0% | -12.5% | u | -29.8% | 18.6% | -18.8% | 8.6%
CCOC(=O)c1nnn2c1nc(N(CC)CC)c1ccccc12 | u | 0.1% | -5.7% | -6.3% | i | -3.3% | 9.8% | 1.8%
CN(C)CCCNC(=S)N(CCN(C)C)Cc1cc2cc3c(cc2[nH]c1=O)OCCO3 | -9.4% | -4.4% | 4.7% | 11.3% | i | -3.5% | -3.9% | 4.2%
CSC[C@H]1CN(CCc2ccccc2)C(=O)[C@@H]1CC(=O)Nc1ccc(Br)cc1 | u | 21.9% | 1.7% | -7.5% | -33.2%[inhibitor] | 43.6% | -6.5% | 11.5%
Cc1ccc(NC(=O)Cn2nc(C)cc2C)cc1 | 10.1% | 6.0% | 0.7% | -2.8% | i | 18.7% | -5.4% | 5.9%
O=c1c2ccccc2cnn1-c1ccc(Cl)cc1 | 2.0% | -4.3% | 11.9% | 4.8% | -17.8% | -17.1% | -12.5% | -3.9%
CCCc1nnc(NC(=O)CCC(=O)N2CCC(Cc3ccccc3)CC2)s1 | 19.8% | u | -6.6% | u | i | -18.3% | -1.1% | -5.5%
CSc1ccc(Cl)c(C(=O)NCC(C)C)c1 | 7.8% | 0.0% | 6.7% | -2.3% | -0.6%[57.5 µM] | -6.0% | -4.3% | -1.7%
Cc1cc(C)c2nc(SCCc3ccccc3)nc(C)c2c1 | 6.7% | -2.5% | 19.1% | -3.6% | -0.5% | 7.8% | -4.4% | 16.6%
C=CCC(C(=O)c1ccccc1)[N+](C)(C)CC=C (centres undefined) | -25.0% | -1.8% | 10.9% | -3.5% | i | 24.5% | 12.8% | 10.8%
COc1cccc(CN2CCC(C(=O)N3CCN(c4ccccc4F)CC3)CC2)c1OC | -1.5% | 1.1% | 1.7% | 5.7% | i | x | -13.6% | -2.5%
COc1cc(C2/C(=C(/O)c3ccccc3)C(=O)C(=O)N2c2ccccn2)ccc1O (centres undefined) | 0.0% | -7.2% | -1.1% | 1.4% | i | 23.2% | -16.2% | 13.9%
COc1ccccc1N(CC(=O)Nc1ccccc1C(F)(F)F)S(=O)(=O)c1cccs1 | -4.0% | 15.3% | -10.4% | -10.9% | i | 41.8% | -7.8% | 2.4%
COc1cc(NS(=O)(=O)c2ccc(NS(=O)(=O)c3ccc(C)cc3)cc2)nc(OC)n1 | 4.9% | 1.6% | 3.3% | -7.4% | i | 2.7% | 4.0% | -1.5%
Cc1ccc(NC2CCCN(C(=O)CCn3nccc3C)C2)cc1C (centres undefined) | -9.0% | 3.0% | -10.8% | -5.9% | -23.9% | 4.6% | 0.8% | 1.1%
Cc1ccc(OCC(=O)Nc2ccc(S(=O)(=O)Nc3cc(C)nc(C)n3)cc2)cc1 | 6.0% | 1.5% | 4.6% | -2.3% | i | 22.9% | 3.6% | 1.7%
CCn1c(SCC(=O)N2CCOCC2)nnc1C(C)NC(=O)c1ccccc1 (centres undefined) | 16.4% | -7.5% | 0.3% | -4.1% | i | 19.2% | 8.2% | 7.1%
COC(=O)c1ccc(/C=N/OCC(=O)NCc2ccc(F)cc2)cc1 | 31.6µM* | -0.5% | -10.2% | 2.4% | -30.8%[inhibitor] | 0.1% | 9.6% | 5.4%
Cc1ccc(-n2nnnc2SCC(=O)c2c(N)n(C3CC3)c(=O)[nH]c2=O)cc1 | 8.2% | -0.1% | 10.7% | -8.6% | i | -27.8% | -8.5% | 2.8%
C=CCNC(=S)Nc1cccc2[nH]ncc12 | 2.8% | -5.6% | -5.1% | -3.6% | i | 5.3% | -1.6% | -3.4%
COc1cc(F)ccc1-c1cc(C(=O)Nc2ccc(C)c(NS(C)(=O)=O)c2)[nH]n1 | 4.9% | -10.7% | -16.7% | 3.7% | -92.7%[inhibitor] | u | -5.5% | 8.0%
CSc1nc(O)c(Cc2ccccc2)c(=O)[nH]1 | -9.2% | -10.1% | -2.0% | 1.0% | i | -9.5% | -5.4% | 9.6%
COCCN(C(=O)COC(=O)c1cc(C)n(-c2ccccc2)c1C)c1c(N)n(Cc2ccccc2)c(=O)[nH]c1=O | 22.4% | -0.7% | 4.1% | -7.2% | -20.9% | 35.9% | -1.5% | -2.5%
More records follow:
SMILES | TDP43 rescue | aSyn rescue | EPAC1 agonist | EPAC2 antag | PTHR1 agonist | FUS suppressor | EPAC1 antagonist | EPAC2 agonist
CCc1nc2ccc(C(=O)N3CCN(S(=O)(=O)CC)CC3)cn2c1N(C)Cc1cccs1 | 15.5% | -0.4% | 1.8% | -7.6% | -24.0% | -5.1% | -2.4% | 5.6%
COc1ccc(C)cc1N1CC(C(=O)Nc2ccccc2N2CCCCC2)CC1=O (centres undefined) | 8.7% | -4.7% | 1.2% | -0.6% | i | -3.9% | 5.4% | 2.5%
C[C@H](CO)N1C[C@H](C)[C@@H](CN(C)C(=O)Nc2ccc3c(c2)OCO3)Oc2ccc(NC(=O)Cc3ccccc3)cc2C1=O | 0.9% | 7.6% | 0.4% | -0.4% | i | 17.0% | 10.2% | -4.4%
Cn1cccc1C(C#N)(CC#N)c1cccc(F)c1C#N (centres undefined) | -11.4% | 1.3% | 11.6% | 0.8% | i | -4.3% | 7.9% | 11.1%
O=[N+]([O-])c1ccc(S(=O)(=O)NCCS(=O)(=O)N2CCN(c3ccccc3)CC2)cc1 | -8.2% | -5.6% | 15.3% | 2.1% | -20.9% | 9.1% | 11.0% | 7.0%
CCOC(=O)C1CCN(C(=O)c2cc(S(=O)(=O)N3CCCCC3)ccc2C)CC1 | -6.4% | 8.2% | -6.1% | 5.1% | i | x | 5.7% | 11.7%
COc1ccc(NC(=O)c2cc(C)no2)cc1Cl | -16.9% | -1.3% | -6.8% | 29.8% | i | 26.5% | 7.1% | -1.6%
Cc1ccccc1CC(=O)NC1CCCc2ccccc21 (centres undefined) | 18.3% | 7.4% | 11.3% | -1.7% | i | 9.5% | -0.8% | 4.5%
CCc1cccc(CC)c1NC(=O)CSc1nnc(C(C)C)n1CC | 8.0% | 6.0% | 4.2% | 8.9% | -24.6%[57.5 µM] | 8.8% | 0.6% | 1.8%
Cc1ncoc1C(=O)N1CCCC(C(=O)c2cccc(C(F)(F)F)c2)C1 (centres undefined) | 9.8% | u | 8.1% | -2.3% | i | 4.9% | 5.2% | -0.9%
COc1ccc(CN(C)C(=O)Cc2ccc(S(=O)(=O)N3CCOCC3)s2)cc1OC | -4.0% | -18.1% | 6.1% | 0.3% | -1.8% | 5.4% | 3.4% | 6.0%
O=C(CN1C(=O)NC2(CCCC2)C1=O)N1CCN(S(=O)(=O)c2cc(Cl)ccc2Cl)CC1 | -6.2% | -8.0%[1.84 µM] | -4.0% | 4.3% | -64.9%[inhibitor] | 22.8% | 12.9% | 1.0%
CCOC(=O)c1csc(NC(=O)c2ccc(N3C(=O)CCC3=O)cc2)n1 | 2.4% | 7.7% | -5.8% | 1.3% | -24.9% | -6.8% | 2.5% | -5.4%
CCOC(=O)C1(C)CCCN1C(=O)c1ccc(Cl)nc1 (centres undefined) | 12.0% | -9.2% | 15.9% | 1.3% | -17.8% | -25.7% | -2.9% | 8.9%
CC(C)Sc1nc2c(c(=O)[nH]c(=O)n2C)n1Cc1ccc(Cl)cc1 | 1.1% | 3.1% | 3.2% | 6.0% | -42.9%[inhibitor][57.5 µM] | -8.1% | -5.1% | -0.5%
O=C(NCCCN1CCCCCC1)C1CC(=O)N(C2CCCC2)C1 (centres undefined) | -7.7% | -7.2% | 7.5% | -11.0% | u | 21.5% | -11.4% | -0.3%
COc1ccccc1CN1C[C@@H]2C[C@@H](c3cccc(C)c3)N3CCC[C@@]23C1=O | -24.1% | 1.9% | 8.2% | -6.0% | -12.7% | 18.3% | 12.2% | 10.2%
Cc1ccc(-c2cc(C(=O)N/N=C/c3c(C)nn(C)c3C)c3ccccc3n2)cc1C | 0.3% | -5.4% | -6.4% | 2.3% | i | u | -0.4% | -10.5%
c1ccc(-c2nn3c(C4CCCCC4)nnc3s2)nc1 | -8.9% | 0.8% | -4.3% | 0.4% | i | 10.0% | 6.1% | 9.2%
CCC(C)(C)n1nnnc1C(c1cc2cc(C)cc(C)c2[nH]c1=O)N1CCN(C(=O)c2ccco2)CC1 (centres undefined) | 3.0% | 2.5% | 0.0% | 9.8% | -24.4%[57.5 µM] | -1.8% | 2.2% | -2.2%
CCCCCN(C(=O)NC(=O)Nc1nncs1)S(C)(=O)=O | -20.9% | -4.1% | 0.7% | 4.9% | 29.3%[57.5 µM] | -0.5% | 5.5% | -10.9%
COC(=O)c1ccccc1NC(=O)COC(=O)c1cccnc1 | 8.4% | 2.5% | -0.1% | 7.7% | i | -7.6% | 8.8% | -3.2%
COCCNC(=O)C(c1ccc(O)cc1)N(Cc1ccco1)C(=O)CCC(=O)Nc1nccs1 (centres undefined) | 10.4% | 5.8% | -13.8% | 5.9% | i | -15.5% | -2.0% | 4.9%
CCc1ccc(CN(C)C(=O)c2cc(COc3c(F)cccc3F)on2)cc1 | u | 11.2% | -0.7% | -13.9% | -27.4% | 26.3% | -19.5% | 10.3%
O=C(COC(=O)Cn1cnc2ccccc21)Nc1ccc(OC(F)F)cc1 | 5.5% | 6.2% | 0.4% | 1.8% | i | -27.9% | u | 5.2%

One compound at a time (already shown). Values in the order: TDP43 rescue, aSyn rescue, EPAC1 agonist, EPAC2 antag, PTHR1 agonist, FUS suppressor, EPAC1 antagonist, EPAC2 agonist
`COc1cccc(CN2CCC(C(=O)N3CCN(c4ccccc4F)CC3)CC2)c1OC` reads -1.5%, 1.1%, 1.7%, 5.7%, i, x, -13.6%, -2.5%
`Cc1cc(C)c2nc(SCCc3ccccc3)nc(C)c2c1` reads 6.7%, -2.5%, 19.1%, -3.6%, -0.5%, 7.8%, -4.4%, 16.6%
`COc1cc(NS(=O)(=O)c2ccc(NS(=O)(=O)c3ccc(C)cc3)cc2)nc(OC)n1` reads 4.9%, 1.6%, 3.3%, -7.4%, i, 2.7%, 4.0%, -1.5%

An excerpt, so the mix of outcomes need not match the whole.
